TSG101-PTAP inh: qHTS Validation Assay for Inhibitors of HIV-1 Budding by Blocking the Interaction of PTAP/TSG101: Sytravon Library Screen; Fluorescence polarization, FITC-PTAP peptide/Tsg101, 20 min; 44,000 tested, under 10 active; AID 1347069, 2019; Potency, µM (highest dose often 115 µM), for the others: at the top dose activity change, negative = inhibition, usual class: inhibitors; further: potency means the concentration at half of the fitted maximal effect; 0% is about no effect
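Fluorescence polarization binding of Tsg101 binding domain (10 uM final) to FITC-labeled PTAP-motif peptide (50 nM final) in HEPES pH 7.5/NaCl/Tween 20/EDTA/TCEP buffer; 20 min at r.t. Actives by curve class, <25 µM, efficacy <60% inhibition.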
GALK inh: qHTS Assay for Inhibitors of Human Galactokinase (GALK): NCGC Sytravon Library Screen. recombinant GALK, Kinase-Glo ATP luminescence, 1 h. Potency, µM (titrated, usually from 57.5 µM), inactives show at the top dose activity, negative = inhibition, usual class: inhibitors. 44,000 tested, under 10 active;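 further: plate controls were full GALK reaction for no effect and reaction lacking GALK for full effect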
Target sequence (P51570 whole entry, looked up): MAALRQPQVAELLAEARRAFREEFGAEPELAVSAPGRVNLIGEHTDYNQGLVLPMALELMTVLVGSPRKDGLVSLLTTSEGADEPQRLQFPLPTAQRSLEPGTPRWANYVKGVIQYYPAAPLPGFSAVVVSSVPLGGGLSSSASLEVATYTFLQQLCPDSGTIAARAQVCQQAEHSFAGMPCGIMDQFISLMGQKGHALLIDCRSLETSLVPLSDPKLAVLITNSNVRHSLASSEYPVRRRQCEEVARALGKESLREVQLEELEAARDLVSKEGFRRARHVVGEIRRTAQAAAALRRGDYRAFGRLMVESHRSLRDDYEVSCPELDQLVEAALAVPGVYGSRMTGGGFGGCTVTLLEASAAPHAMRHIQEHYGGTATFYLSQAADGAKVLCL
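5 nM GALK with 35 µM ATP and 100 µM galactose in HEPES pH 8.0, MgCl2, NaCl, DTT, BSA; 1 h RT reaction, remaining ATP detected by Kinase-Glo Plus luminescence after 10 min; qHTS concentration series.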
p53null 32C kill: qHTS Screen for Compounds that Selectively Target Cancer Cells with p53 Mutations: Cytotoxicity of p53 Null Cells at the Permissive Temperature; H1299-neo p53 null cells, ATP luminescence, 24 h, 32C; Potency, µM (highest dose often 46.1 µM), inactives show at the highest dose activity change, negative = cytotoxicity, usual class: cytotoxic; 0.62% of 55,000 active; AID 903, 2007;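 further: potency means the concentration at half of the fitted maximal effect; 0% = DMSO only and -100% = full killing by 100 µM tamoxifen; nearly all actives have a fitted effect of over 55% in size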
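Cells lacking p53 (H1299-neo) are plated at 600 per well and allowed to settle overnight at 37C. Test compounds (up to 46 uM) are added and held 24 hours at 32C, then ATP is quantified by luminescence.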
FH mod: Identification of activators of human fumarate hydratase by quantitative high-throughput screening; 0.22% of 54,000 active; Potency, µM (top dose mostly 79.9 µM), without a hit: at the highest dose activity change, negative = inhibition, actives largely listed as inhibitors; FH coupled MDH/diaphorase resazurin fluorescence, 15 min; Fumarate hydratase, mitochondrial (Homo sapiens), P07954; further: potency means the concentration at half of the fitted maximal effect; on the % scale 0 is the no-effect control and ±100 the full control effect; the screen sought activators but most active calls are inhibition curves; nearly all actives have a fitted effect of over 45% in size
B2AR arrestin ag: qHTS assay of beta-arrestin-biased ligands of beta2-adrenergic receptor: NCGC Sytravon Library Screen; HTLA Tango cells, beta-arrestin recruitment, luciferase luminescence, 18 h; AID 1347077, 2019; Potency, µM (top dose mostly 46.1 µM), inactives show top-dose activation, actives largely listed as activators; 44,000 tested, under 10 active; Beta-2 adrenergic receptor (Homo sapiens), P07550;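 further: potency means the concentration at half of the fitted maximal effect; 0% = DMSO and full agonism = EC100 isoproterenol or metaproterenol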
Target sequence (P07550 whole entry, looked up): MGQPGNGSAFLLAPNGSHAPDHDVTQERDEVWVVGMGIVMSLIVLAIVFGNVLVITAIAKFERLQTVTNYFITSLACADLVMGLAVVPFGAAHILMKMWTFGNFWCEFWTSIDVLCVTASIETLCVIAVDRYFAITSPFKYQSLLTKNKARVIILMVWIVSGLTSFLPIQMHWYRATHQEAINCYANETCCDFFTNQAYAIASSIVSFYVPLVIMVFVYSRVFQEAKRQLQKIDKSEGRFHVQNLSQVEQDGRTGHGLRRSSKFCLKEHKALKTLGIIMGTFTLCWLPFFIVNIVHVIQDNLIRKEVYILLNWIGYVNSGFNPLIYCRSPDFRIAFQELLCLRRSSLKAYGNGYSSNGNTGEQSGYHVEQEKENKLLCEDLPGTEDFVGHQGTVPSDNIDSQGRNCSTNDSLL
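Receptor–beta-arrestin recruitment read by tTA-responsive luciferase: compound titrations (up to 46 µM) incubated 18 h with Tango cells, then luminescent substrate 15 min at room temperature. Concentration-response fits classified by r2, efficacy and activity.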
NTMT1 inhibitor: Primary qHTS for Inhibitors of N-terminal methyltransferase 1 (NTMT1): MTaseGlo Assay; NTMT1 MTase-Glo SAH luminescence, purified enzyme; Potency, µM (top dose mostly 114 µM), without a hit: at the top dose activity change, negative = inhibition, usual class: inhibitors; 2.5% of 59,000 active; AID 1645870, 2021;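 further: potency means the concentration at half of the fitted maximal effect; plate controls were DMSO vehicle for no effect and no enzyme for full effect; nearly all actives have a fitted effect of over 65% in size; many of its hits are not listed in these tables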
Target sequence (Q9BV86 whole entry, looked up): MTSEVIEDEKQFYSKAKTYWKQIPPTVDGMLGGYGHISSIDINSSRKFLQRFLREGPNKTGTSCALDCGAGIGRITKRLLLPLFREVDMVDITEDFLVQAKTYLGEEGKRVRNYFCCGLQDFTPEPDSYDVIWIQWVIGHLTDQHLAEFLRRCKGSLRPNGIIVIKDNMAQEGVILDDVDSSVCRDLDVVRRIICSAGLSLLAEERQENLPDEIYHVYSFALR
p53null 39C kill: qHTS Screen for Compounds that Selectively Target Cancer Cells with p53 Mutations: Cytotoxicity of p53 Null Cells at the Nonpermissive Temperature; H1299 p53-null (neo) cells, 39C, ATPlite viability, 24 h; Potency, µM (doses to about 46.1 µM), without a hit: at the top dose activity, negative = cell killing, hits mostly cytotoxic; 0.97% of 55,000 active; AID 904, 2007;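 further: potency means the concentration at half of the fitted maximal effect; 0% = DMSO only and -100% = full killing by 100 µM tamoxifen; nearly all actives have a fitted effect of over 50% in size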
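Luminescent ATP signal reported cell survival after H1299 lines (neo, p53 null; or p53 A138V) received up to 46 uM compound and 24 hr incubation at 39C.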
Active calls of the source: *; ? = inconclusive; · = no result given; & = joins results of further samples; [ ] = another dose, or the depositor's remark. The call rests on the fitted dose curve; in most records, active means well fitted curve in the direction sought with a large enough effect; inconclusive means small, poorly fitted or top-dose-only effect, or another doubt; inactive means no such curve, though single readings can be large; an effect the other way counts as inactive or inconclusive.

SMILES	TSG101-PTAP inh	GALK inh	p53null 32C kill	FH mod	B2AR arrestin ag	NTMT1 inhibitor	p53null 39C kill
CC(C)OCCCNC(=O)CN1C(=O)c2cccnc2Sc2ccccc21	-1%	1%	-2%	5%	0%	-2%	-6%
CC(C)Cc1nn2c(=O)cc(COC(=O)c3cccc(NC(=O)c4ccccc4)c3)nc2s1	-4%	?	-4%	-15%	0%	12%	8%
Brc1ccc(-c2noc(-c3ccccc3)n2)o1	2%	-14%	-14%	-27%	1%	-12%	?
COc1ccc(N2CCN(C(c3ccccc3F)c3sc4nc(-c5ccco5)nn4c3O)CC2)cc1 (centres undefined)	-4%	-2%	-3%	?	0%	21%	18%
CCOC(=O)c1c(-c2ccccc2)oc2ccc(OCc3ccc(C)cc3)cc12	0%	0%	8%	2%	0%	11%	29%
Cc1ccc2oc(C(=O)Nc3c(C(=O)Nc4cccc(Cl)c4)oc4ccccc34)cc(=O)c2c1	0%	-10%	-7%	-3%	0%	-6%	3%
CC(=O)N1c2ccccc2C(=O)C1N1CCN(c2ccc(F)cc2)CC1 (centres undefined)	-2%	0%	0%	-5%	0%	-2%	-3%
CCNc1ccc(-c2nc(-c3ccco3)no2)cc1[N+](=O)[O-]	-1%	-2%	-28%	9%	-2%	-2%	?
CC(C)Oc1cccc(C2CC(=O)Nc3cc4c(cc32)OCO4)c1 (centres undefined)	2%	2%	22%	-9%	1%	?	?
Cc1cccc(NC(=O)Cn2cc(C(=O)c3ccco3)c3ccccc32)c1C	1%	1%	1%	1%	-1%	79µM*	-20%
COc1ccccc1CNS(=O)(=O)c1cc2c3c(c1)CCN3C(=O)CC2	-2%	-4%	-5%	-2%	?	2%	-9%
CC(C)CCNC(=O)CN1C(=O)CCn2nc(-c3cn(C)c4ccccc34)cc21	0%	-2%	-6%	-20%	2%	-3%	-7%
Cc1ccc(NC(=O)c2oc3ccc(S(=O)(=O)N4CCCCCC4)cc3c2C)c(C)c1	0%	1%	-7%	-13%	2%	4%	8%
CC(=O)N1CCc2c(sc3c2c(=O)n(CCc2ccccc2)c(=O)n3CC(=O)Nc2ccccc2F)C1	22%	-6%	-1%	-15%	0%	3%	11%
Cc1ccc(-c2noc(-c3nnn(CC(=O)Nc4cc(Cl)ccc4C)c3N)n2)cc1	2%	1%	0%	-8%	0%	0%	-12%
O=C(c1cnc2c(c1)COc1ccc(Cl)cc1-2)c1ccccc1O	-18%	-1%	-3%	-1%	1%	14%	3%
Nc1c(C(=O)c2ccccc2)sc(Nc2ccc(Cl)c(Cl)c2)c1C(=O)Nc1ccccc1	0%	-3%	5%	13%	-3%	-19%	7%
CCOC(=O)c1c(C)[nH]c(C)c1S(=O)(=O)N(C)CC(=O)N1CCN(c2cccc(C)c2C)CC1	-3%	0%	19%	2%	3%	-8%	5%
COc1ccc(OCc2ccc(-c3nc(C#N)c(NCc4ccccc4)o3)o2)cc1	-2%	-1%	7%	-24%	-3%	-2%	21%
COc1ccc(OC)c(-c2noc(N3CCN(c4cccc(C(F)(F)F)c4)CC3)n2)c1	0%	6%	7%	-27%	0%	8%	-14%
Cc1nn(-c2ccccc2)c2c1N(CC(=O)N1CCN(c3ccccc3F)CC1)C(=O)CS2	2%	0%	4%	-4%	-1%	-1%	-5%
CCOc1ccc(C(=O)c2cn(Cc3ccc(Cl)cc3)c3cc(OC)c(OC)cc3c2=O)cc1	3%	8%	-9%	-19%	-1%	11%	0%
COc1cc(OC)c(NC(=O)c2cc(C(C)=O)n3ccccc23)cc1Cl	0%	-1%	-10%	?	2%	12%	-26%
O=C(O)c1ccc(NC(=O)c2ccc(Cl)c(S(=O)(=O)N3CCCCCC3)c2)cc1	-5%	7%	-1%[9.22 µM]	-23%	-1%	?	-18%
Cc1cccc(NC(=O)Cn2nc(-c3ccccc3)c3cnc4ccccc4c32)c1	-7%	-1%	-3%	-3%	0%	15%	-1%
COc1cc(NC(=O)CSc2c3c(nc4ccccc24)CCC3)cc(OC)c1OC	-8%	1%	0%	4%	-2%	0%	3%&20%
CC(C)CCNC(=O)CSCc1cnn(-c2ccccc2)c1-n1cccc1	2%	1%	-3%	-6%	-1%	14%	-4%
Cc1ccc(-c2nnc(Nc3cccc(O)c3)c3ccccc23)cc1S(=O)(=O)N1CCOCC1	0%	-16%	37%[activator]	-3%	1%	9%	-1%
COc1ccc(C)cc1NC(=O)COCc1cc(-c2ccc(F)cc2)on1	0%	5%	-7%	-22%	0%	-12%	-7%
CCn1cc2nc(SCc3cc(C)ccc3C)n(Cc3ccc(Cl)cc3)c(=O)c2n1	-1%	1%	-13%	-27%	3%	-4%	-25%
CCc1ccc(CNc2ncc(-c3cccc(OC)c3)n2C)cc1	-9%	0%	-19%	-9%	0%	1%	-21%
Cc1cn2c(=O)cc(COc3ccccc3NC(=O)c3ccc(Cl)cc3)nc2s1	0%	-7%	1%	4%	1%	18%	18%
Cc1cc(N2CCC(C(=O)Nc3ccc(F)cc3F)CC2)n2nc(C)c(-c3ccc(Cl)cc3)c2n1	1%	8%	-1%	-2%	0%	-11%	-21%
Cc1nc2ccccc2c(=O)n1-c1ccc(NC(=O)c2cccc([N+](=O)[O-])c2)cc1	-1%	-1%	-1%	-12%	-2%	12%	15%
CCCN(CCC)C(=O)Cn1c(=O)n(-c2ccccc2)c(=O)c2c3c(sc21)CCCC3	-5%	6%	4%	?	0%	-4%	-3%
Cc1ccc(C(=O)N2CCC(c3c[nH]c4ccccc34)(c3c[nH]c4ccccc34)CC2)cc1	-3%	8%	29%	-25%	-3%	2%	-22%
CC(=O)N1c2ccc(S(=O)(=O)N3CCN(c4ccc(C)cc4C)CC3)cc2CC1C (centres undefined)	-3%	-2%	3%	?	0%	3%	-13%
COc1cccc(NC(=O)c2oc3ccc(S(=O)(=O)N(C)C4CCCCC4)cc3c2C)c1	-1%	-1%	-3%	-20%	1%	18%	2%
Cc1cc(Cl)ccc1OCCSc1nnc(-c2cccs2)o1	2%	0%	-3%	-22%	-4%	-4%	-9%
Cc1ccc(C)c(S(=O)(=O)c2nnn3c2nc(N2CCOCC2)c2sccc23)c1	1%	5%	-10%	-14%	-1%	-2%	-19%
COc1ccc(S(=O)(=O)N(CC(=O)Nc2cc(C)cc(C)c2)c2ccc(Cl)cc2)cc1	2%	3%	-4%	-29%	1%	8%	11%
Cc1cccc(Cn2cccc2CNS(=O)(=O)c2ccccc2F)c1	1%	-4%	-7%	-7%	0%	-1%	9%
Cc1cccc(NC(=O)CCCCCn2c(=O)[nH]c3ccsc3c2=O)c1	-6%	-13%	2%	7%	0%	7%	-14%
Cc1ccc(-c2cnc(NCc3c(F)cccc3Cl)n2C)cc1	-1%	6%	-21%	-9%	0%	5%	-17%
O=C1CC(c2cccc(O)c2)c2cc3c(cc2N1)OCO3 (centres undefined)	-1%	3%	5%	-10%	1%	-11%	-9%
CCCc1nn2cc(-c3ccc(C)c(C)c3)nc2s1	-3%	-2%	7.9µM*	-5%	-1%	?	10µM*
COc1cc(NC(=O)CSc2nc3nc(C)c(Cc4ccc(C)cc4)c(C)n3n2)cc(OC)c1OC	-13%	-7%	-5%	-18%	1%	2%	15%
Cc1ccc(-n2c(=O)c3c(c4cc(C)ccc4n3C)n(CC(=O)Nc3ccc(F)cc3)c2=O)cc1	-5%	-1%	5%	1%	0%	11%	-15%
CC1=C(C(=O)Nc2ccccc2)C(c2cccnc2)n2nc(SCc3ccccc3Cl)nc2N1 (centres undefined)	-8%	-7%	-6%	1%	1%	-26%	2%
Cc1cccc(-c2nnn3c2nc(NCCC(C)C)c2ccccc23)c1	-1%	-13%	-3%	3%	1%	17%	17%

Later entries:
SMILES	TSG101-PTAP inh	GALK inh	p53null 32C kill	FH mod	B2AR arrestin ag	NTMT1 inhibitor	p53null 39C kill
CCOC(=O)c1cc2c(=O)n3ccccc3nc2n(CCCOC)c1=NC(=O)c1c(-c2c(F)cccc2Cl)noc1C	0%	-1%	3%	-10%	-2%	-19%	-3%
Cc1cc(Cl)ccc1OCc1nc(-c2ccc(-n3cccc3)cc2)no1	0%	3%	-1%	-4%	0%	-7%	-7%
Cc1cc(C)cc(OC(=O)c2cc(-c3ccc(Cl)cc3)on2)c1	-1%	6%	-12%	-2%	-5%	1%	24%
CCn1c(=O)c(=O)n(CC)c2cc(N3CCCCC3)c(NC(=O)c3ccc(Cl)cc3)cc21	9%	4%	9%	-22%	-2%	-1%	0%
O=C(Nc1c(C(=O)Nc2ccc(F)cc2)oc2ccccc12)c1ccccc1F	-1%	7%	-11%	?	1%	7%	2%
Cc1ccc(NC(=O)C(=O)NCCc2csc3nc(-c4ccccc4C)nn23)cc1Cl	-2%	-2%	-5%	1%	0%	1%	5%
N#Cc1ccc(C(=O)NCc2ccc3c(c2)CCN3C(=O)c2ccc(F)cc2)cc1	-3%	-8%	-1%	-14%	-2%	5%	7%
CCOc1ccc(-c2nc(CNC(=O)NC3CCCCC3)c(C)o2)cc1	-1%	1%	6%	0%	-1%	-6%	5%
CCc1ccc(S(=O)(=O)Nc2cccc(-c3ccc(N4CCC(C)CC4)nn3)c2)s1	0%	1%	10µM*	·	3%	·	13µM*
CCOc1ccc(NC(=O)CSc2nnc3scc(-c4ccccc4)n23)cc1	4%	-2%	-11%	0%	0%	13%	2%
CCSc1ncc(Cl)c(C(=O)Nc2cccc(Cl)c2)n1	-1%	0%	-3%	-6%	-2%	4%	-4%
CCOC(=O)c1cccc(NC(=O)NC2COc3ccccc3C2)c1 (centres undefined)	-2%	2%	3%	-1%	0%	-2%	-13%

3 entries already listed, ordered by number of heavy atoms, descending.
SMILES	TSG101-PTAP inh	GALK inh	p53null 32C kill	FH mod	B2AR arrestin ag	NTMT1 inhibitor	p53null 39C kill
CC(C)CCNC(=O)CN1C(=O)CCn2nc(-c3cn(C)c4ccccc34)cc21	0%	-2%	-6%	-20%	2%	-3%	-7%
COc1ccc(C)cc1NC(=O)COCc1cc(-c2ccc(F)cc2)on1	0%	5%	-7%	-22%	0%	-12%	-7%
COc1cc(OC)c(NC(=O)c2cc(C(C)=O)n3ccccc23)cc1Cl	0%	-1%	-10%	?	2%	12%	-26%

Bioassay records deposited in PubChem by National Center for Advancing Translational Sciences (NCATS).

An excerpt; count on the stated rates, not on these rows.
